Luc counter: Counterscreen for Luciferase (Kinase-Glo TM) Inhibition. Luciferin 4-monooxygenase (Photuris pensylvanica), Q27757. Kinase-Glo luciferase, ATP luminescence, 8 min. Potency, µM (doses to about 38.3 µM), inactives show at the highest dose activity change, negative = inhibition, most hits filed as inhibitors. 200,000 tested, 0.28% active. AID 1379, 2008; further: potency means the concentration at half of the fitted maximal effect; on the % scale 0 is the no-effect control and ±100 the full control effect; nearly all actives have a fitted effect of over 60% in size
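Recombinant Kinase-Glo luciferase, 10 uM ATP (linear range), luciferin; imidazole pH 7.2 / KCl / MgCl2 / Tween / BSA buffer; 8 min RT; luminescence.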
NPSR antagonist: qHTS Assay for Antagonists of the Neuropeptide S Receptor: cAMP Signal Transduction. Potency, µM (highest dose often 38.3 µM), for the others: at the highest dose activity change, negative = inhibition, most hits filed as inhibitors. CHO-NPSR cells, cAMP TR-FRET, antagonist mode. 220,000 tested, 1% active. Q6W5P4. AID 1461, 2008; further: potency means the concentration at half of the fitted maximal effect; on the % scale 0 is the no-effect control and ±100 the full control effect; nearly all actives have a fitted effect of over 50% in size; many of its hits are not listed in these tables
Epigenetic derep: Quantitative High-Throughput Screen for Regulators of Epigenetic Control. 280,000 tested, 0.2% active. murine LDR cells, GFP reporter derepression, 30 h. Potency, µM (top dose mostly 53.9 µM), without a hit: at the highest dose GFP activation, most hits filed as activators; further: potency means the concentration at half of the fitted maximal effect; % of control where 0% means no effect; nearly all actives have a fitted effect of over 60% in size
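In this reporter-derepression format, murine cells bearing a silenced integrated CMV-GFP locus incubate with test compound (30 h, 37 C), then are washed and imaged; fluorescent objects of 20–120 um count as induced cells.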
IMPase Li inh: qHTS Assay for Identifying the Cell-Membrane Permeable IMPase Inhibitors: Potentiation with Lithium; AID 1457, 2008; Potency, µM (doses to about 59.4 µM), without a hit: top-dose activity, negative = IMPase inhibition, actives largely listed as inhibitors; 210,000 tested, 0.35% active; CHO-M1 cells, IP1 TR-FRET (IP-One), carbachol + lithium;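 further: IP1 builds up when IMPase is blocked and the TR-FRET signal falls; potency means the concentration at half of the fitted maximal effect; plate controls were basal vehicle for no effect and high inhibitor control for full effect; nearly all actives have a fitted effect of over 50% in size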
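Test compounds were applied to CHO-M1 cells previously cultured for 16–30 h at 2000 per well. A small lithium amount accompanied them; after 30 min at 37C, IP1 was quantified by TR-FRET.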
CBFb-RUNX1 inh: qHTS Assay for Compounds Blocking the Interaction Between CBF-beta and RUNX1 for the Treatment of Acute Myeloid Leukemia. Runt-related transcription factor 1 (Homo sapiens) + Core-binding factor subunit beta …. AlphaScreen CBFb-His/RUNX1-biotin binding, biochemical. Potency, µM (titrated, usually from 59.8 µM), inactives show top-dose activity, negative = inhibition, most hits filed as inhibitors. 230,000 tested, under 10 active; further: % of control where 0% means no effect
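Proteins preincubated together for 20 min at RT before compound addition; 15 min later, nickel and streptavidin beads were added and left 90 min prior to AlphaScreen measurement.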
HTT aggregate: qHTS Multiplex Assay to Identify Dual Action Probes in a Cell Model of Huntington: Aggregate Formation (GFP); PC12 HttQ103-GFP aggregates, Acumen cytometry, 40 h; Potency, µM (doses to about 46.1 µM), for inactives: at the highest dose activity change, negative = inhibition, usual class: inhibitors; 220,000 tested, 1.1% active; further: potency means the concentration at half of the fitted maximal effect; on the % scale 0 is the no-effect control and ±100 the full control effect; nearly all actives have a fitted effect of over 60% in size
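Quantitative HTS on tebufenozide-induced (100 nM) PC12 cells stably expressing polyQ103 Huntingtin exon 1–GFP. Reduction of bright GFP aggregates, detected by laser scanning cytometry after lysis, identified actives across the titration.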
L3MBTL1 inh: qHTS Assay for the Inhibitors of L3MBTL1; Lethal(3)malignant brain tumor-like protein 1 (Homo sapiens), Q9Y468; AlphaScreen L3MBTL1–H3K9me1 peptide binding; Potency, µM (doses to about 57.1 µM), for the others: top-dose activity, negative = inhibition, usual class: inhibitors; 230,000 tested, 0.66% active; AID 485360, 2010; further: potency means the concentration at half of the fitted maximal effect; on the % scale 0 is the no-effect control and ±100 the full control effect; nearly all actives have a fitted effect of over 60% in size
Target sequence (Q9Y468 whole entry, looked up): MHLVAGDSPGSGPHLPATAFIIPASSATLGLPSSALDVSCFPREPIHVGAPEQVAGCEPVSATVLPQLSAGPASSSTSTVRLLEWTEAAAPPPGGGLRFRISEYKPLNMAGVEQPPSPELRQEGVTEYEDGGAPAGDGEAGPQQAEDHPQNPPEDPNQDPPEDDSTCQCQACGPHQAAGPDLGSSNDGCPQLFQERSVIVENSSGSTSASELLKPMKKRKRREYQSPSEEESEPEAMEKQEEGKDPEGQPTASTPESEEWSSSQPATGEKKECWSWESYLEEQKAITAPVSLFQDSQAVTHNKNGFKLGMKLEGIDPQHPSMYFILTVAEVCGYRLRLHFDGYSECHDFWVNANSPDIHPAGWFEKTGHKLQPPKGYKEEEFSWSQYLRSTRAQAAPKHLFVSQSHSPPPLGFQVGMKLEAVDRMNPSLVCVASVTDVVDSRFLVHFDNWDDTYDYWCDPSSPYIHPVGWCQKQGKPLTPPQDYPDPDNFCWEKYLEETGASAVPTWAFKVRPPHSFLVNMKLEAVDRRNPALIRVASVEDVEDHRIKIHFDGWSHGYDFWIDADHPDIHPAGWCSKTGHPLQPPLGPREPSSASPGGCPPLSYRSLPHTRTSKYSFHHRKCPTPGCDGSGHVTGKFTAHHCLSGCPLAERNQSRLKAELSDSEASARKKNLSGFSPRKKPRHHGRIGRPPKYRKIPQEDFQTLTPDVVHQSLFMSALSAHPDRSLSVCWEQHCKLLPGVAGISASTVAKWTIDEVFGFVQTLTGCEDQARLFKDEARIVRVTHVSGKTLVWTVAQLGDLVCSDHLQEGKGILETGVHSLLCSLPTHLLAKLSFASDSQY
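First, the protein-peptide complex forms for 30 min at room temperature (L3MBTL1 50 nM, biotinylated H3K9me1 peptide 75 nM). Next, compounds are pin-transferred and incubated 30 min. Finally, AlphaScreen beads are added and read after 30 min.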
* hit, by the source's call; ? = inconclusive; / = no result given; & = joins results of further samples; [ ] = dose if it differs, or a comment. The call rests on the fitted dose curve; in most records, active means well fitted curve in the direction sought with a large enough effect; inconclusive means small, poorly fitted or top-dose-only effect, or another doubt; inactive means no such curve, though single readings can be large; an effect the other way counts as inactive or inconclusive. The list is partial, so the mix of outcomes need not match the whole.

1. COc1ccc([N+](=O)[O-])cc1NC(=O)CSCc1ccc(Br)cc1
2. CCCCCc1ccc(OCCOCCn2c[n+](C)c3ccccc32)c(CCCCC)c1
3. C/C(=N\Nc1nnc2c3ccccc3n(C)c2n1)c1ccc(C)o1
4. COc1cc(C(=O)OCCNC(=O)c2ccncc2)cc(OC)c1OC
5. CC(=O)CC(=O)Nc1ccc(C(N)=O)cc1
6. COc1ccc(S(=O)(=O)NC(CC(=O)NCc2ccco2)C(C)C)cc1 (stereo unspecified)
7. CCOc1ccccc1Nc1nnc(SCC(=O)NC(Cc2c[nH]c3ccccc23)C(=O)O)s1 (stereo unspecified)
8. O=C(c1ccc(CSc2nc3ccncc3[nH]2)cc1)N1CCCCCC1
9. COc1cc(/C=C/C(=O)Nc2nc3ccc(S(=O)(=O)N(C)C)cc3s2)cc(OC)c1OC
10. CCC(C)NC(=O)C1CCN(C(=O)N(C)C)CC1 (stereo unspecified)

Compound | 1 | 2 | 3 | 4 | 5 | 6 | 7 | 8 | 9 | 10
Luc counter | -1% | 0% | -1% | -1% | -3% | 5% | -1% | / | -1% | 1%
NPSR antagonist | -26% | -54% | -6% | -10%[46.1 µM] | -1% | -7%[46.1 µM] | 0% | -2% | -5% | -4%[46.1 µM]
Epigenetic derep | -3.2% | -0.3% | -1.3% | 0.0% | -0.1% | -0.9% | 3.0% | 0.0% | -3.0% | 0.9%
IMPase Li inh | 6% | 9% | -1% | 2% | -3% | 1% | 5% | / | -9% | -2%
CBFb-RUNX1 inh | -19% | 3% | ? | -5% | -1% | 6% | -5% | 1% | -5% | 5%
HTT aggregate | -3% | 11µM* | 0% | 18% | -3%[9.22 µM] | -1% | -19% | -1%[9.22 µM] | -8% | 0%
L3MBTL1 inh | -15% | / | -4% | 11% | 11% | -6% | -9% | 3% | 7% | 0%

11. Cc1ccc(-c2nc3ccccc3c(=O)n2NC(=O)c2cccs2)cc1
12. CCN1CCN(c2cc(N3CCc4ccccc4C3)c(F)cc2[N+](=O)[O-])CC1
13. Cc1ccccc1NC(=S)N(CCN1CCCCC1)Cc1ccco1
14. COc1ccc(C)cc1NC(=O)C1CCCN1C(=O)OCc1ccccc1 (stereo unspecified)
15. COc1ccc(S(=O)(=O)N2Cc3ccccc3CC2C(=O)Nc2ccc(O)cc2)cc1OC (stereo unspecified)
16. COc1ccc(CC(=O)N2CC(C)CC(C)C2)cc1OC (stereo unspecified)
17. S=C(Nc1ccccc1)N1CCCCC1
18. O=C(c1ccc(CS(=O)(=O)c2ccc(Br)cc2)o1)N1CCN(c2ccccn2)CC1
19. CCOC(=O)CSc1ccc2nnc(CCNS(=O)(=O)c3ccccc3)n2n1
20. CC(=O)NC(Cc1c[nH]c2ccccc12)C(=O)OCC(=O)N1CCCCCC1 (stereo unspecified)

Compound | 11 | 12 | 13 | 14 | 15 | 16 | 17 | 18 | 19 | 20
Luc counter | 1% | / | -2% | -4% | 3% | -2% | 1% | 0% | 0% | 0%
NPSR antagonist | 10% | 28%[46.1 µM] | 12% | -15%[46.1 µM] | -13%[46.1 µM] | -4%[46.1 µM] | -8%[46.1 µM] | -6%[46.1 µM] | 6% | 8%
Epigenetic derep | 0.0% | -0.9% | 2.2% | 0.9% | -0.8% | 0.0% | 1.9% | 4.1% | 0.1%&-1.7% | -0.3%
IMPase Li inh | -1% | / | 12% | 27%[38.3 µM] | 34%[38.3 µM] | -13%[38.3 µM] | -26%[38.3 µM] | 6%[38.3 µM] | 1% | -1%
CBFb-RUNX1 inh | -1% | -15% | -10% | 17% | 5% | -1% | 2% | 0% | 7% | 14%
HTT aggregate | -1% | 8% | 9% | 7% | 16% | -4% | -1% | 2% | 10% | 2%
L3MBTL1 inh | 17% | -18% | 8% | -2% | 3% | / | -5% | / | / | -1%[11.4 µM]

21. O=C(CSC1=Nc2ccccc2C2=NC(CC(=O)NCc3ccco3)C(=O)N12)NCC1CCCO1 (stereo unspecified)
22. CCOC(=O)c1sc(=S)n(C)c1NC(=O)c1ccccc1
23. CC(C)CCN1CCN(Cc2cccc3nonc23)CC1CCO (stereo unspecified)
24. CC(C)Oc1ccc(C(CC(=O)N(C)CCC#N)c2ccc(F)cc2)cc1 (stereo unspecified)
25. CCN(CC)c1ccc(N=Cc2ccc([N+](=O)[O-])o2)cc1
26. COc1ccc(OC)c(CNC(=O)C2CCN(S(=O)(=O)N3CCCC3)CC2)c1
27. Fc1ccccc1-c1nc(-c2ccccc2)no1
28. CC(=O)NCC(=O)N(C)C(C(=O)Nc1ccc2c(c1)OCCO2)c1ccc(C)cc1 (stereo unspecified)
29. CNC(=O)C(=O)NCCc1ccc(Cl)cc1
30. CC(NC(=O)C1(c2cccs2)CCOCC1)c1ccccc1 (stereo unspecified)

Compound | 21 | 22 | 23 | 24 | 25 | 26 | 27 | 28 | 29 | 30
Luc counter | -6% | 0% | -1% | -3% | -20% | -5% | ? | -3% | -2% | 3%
NPSR antagonist | -4%[46.1 µM] | -16%[46.1 µM] | -25% | -4% | -50% | 6%[46.1 µM] | -5%[46.1 µM] | 11% | 0%[46.1 µM] | 12%
Epigenetic derep | -2.2% | 4.6% | 3.7% | -1.3% | 7.2% | 0.9% | -0.8% | 0.9% | 0.0% | 0.7%&0.0%
IMPase Li inh | -20%[38.3 µM] | 3% | 11% | -1% | 19% | -6%[38.3 µM] | 4% | -8% | 28%[38.3 µM] | -5%
CBFb-RUNX1 inh | -5% | 9% | 5% | 1% | ? | -5% | 9% | 5% | 1% | 2%
HTT aggregate | -1% | 3% | 2%[9.22 µM] | 0% | 14µM* | 19% | -21% | 14% | 22% | ?
L3MBTL1 inh | -3% | 10% | 8% | 6% | ? | 1% | 40%[activator] | / | -1% | 9%

Shown with two lines to a compound: 2 of the compounds above.
Every second line gives: Luc counter | NPSR antagonist | Epigenetic derep | IMPase Li inh | CBFb-RUNX1 inh | HTT aggregate | L3MBTL1 inh
26: COc1ccc(OC)c(CNC(=O)C2CCN(S(=O)(=O)N3CCCC3)CC2)c1
    -5% | 6%[46.1 µM] | 0.9% | -6%[38.3 µM] | -5% | 19% | 1%
27: Fc1ccccc1-c1nc(-c2ccccc2)no1
    ? | -5%[46.1 µM] | -0.8% | 4% | 9% | -21% | 40%[activator]

3 entries from above in another layout.
cpd | Structure | Luc counter | NPSR antagonist | Epigenetic derep | IMPase Li inh | CBFb-RUNX1 inh | HTT aggregate | L3MBTL1 inh
23 | CC(C)CCN1CCN(Cc2cccc3nonc23)CC1CCO (stereo unspecified) | -1% | -25% | 3.7% | 11% | 5% | 2%[9.22 µM] | 8%
28 | CC(=O)NCC(=O)N(C)C(C(=O)Nc1ccc2c(c1)OCCO2)c1ccc(C)cc1 (stereo unspecified) | -3% | 11% | 0.9% | -8% | 5% | 14% | /
24 | CC(C)Oc1ccc(C(CC(=O)N(C)CCC#N)c2ccc(F)cc2)cc1 (stereo unspecified) | -3% | -4% | -1.3% | -1% | 1% | 0% | 6%

Further records
31. CCCCOC(=O)Nc1nnc(Cc2ccc(Cl)cc2)s1
32. Cc1cc([N+](=O)[O-])nn1CCCC(=O)Nc1cc(Cl)ccc1Cl
33. COC1(OC)N=C(N)C2(C#N)C(c3ccc(F)cc3)C12C#N (stereo unspecified)
34. O=C(NCCC(=O)N1CCOCCOCCOCCOCC1)OCc1ccccc1
35. C=C1CCC(O)C/C1=C\C=C1/CCCC2(C)C1CCC2C(C)/C=C/C(C)C(C)C (stereo unspecified)
36. c1ccc(-n2cnc3cc(NCc4ccncc4)ccc32)cc1
37. C#CCOCCOCCOCCNc1nc(N2CCN(C(=O)[C@H](CCC(=O)O)n3cc(C(N)Cc4ccc(O)cc4)nn3)CC2)nc(N2CCN(C(=O)[C@H](CCC(=O)O)n3cc(C(N)[C@H](C)CC)nn3)CC2)n1 (stereo partly specified)
38. NNC(=S)NCc1ccccc1
39. O=C(NCc1cccnc1)c1cc(Sc2cccc(Cl)c2)nc2ccccc12
40. CC1(C)CC(=O)c2cnc(NC(=O)C3CCCC3)nc2C1

Compound | 31 | 32 | 33 | 34 | 35 | 36 | 37 | 38 | 39 | 40
Luc counter | -2% | 2% | -2% | / | -3% | 23% | / | / | 0% | -4%
NPSR antagonist | 0% | -2% | -10%[46.1 µM] | -18% | / | ? | -33% | -27% | -3% | -2%[46.1 µM]
Epigenetic derep | 0.0% | 0.0% | -9.5% | 2.1% | -1.1% | -0.9% | 2.4% | 1.5% | -1.0% | 0.2%
IMPase Li inh | 5% | -1% | 17%[38.3 µM] | / | 2% | 23% | 2% | / | 6% | -4%[38.3 µM]
CBFb-RUNX1 inh | 3% | 0% | 8% | -1% | 4%[21.7 µM] | -1% | 13% | -3% | 0% | 3%
HTT aggregate | 4% | -6% | 2% | -7%[9.22 µM] | / | ? | -2%[9.22 µM] | -10%[9.22 µM] | -5% | 24%
L3MBTL1 inh | 13% | / | 6% | -4% | / | -8% | -1% | -6% | -5% | 0%

41. O=C(NC(=S)Nc1nc2c(s1)CCCC2)c1ccc(C(=O)c2ccccc2)cc1
42. O=C(N/N=C/c1ccccn1)C12CC3CC(CC(C3)C1)C2
43. Cc1n[nH]c(=S)n(NC(=O)CC(=O)Nn2c(=S)[nH]nc(C)c2=O)c1=O
44. COc1ccc(OC)c(C(=O)COC(=O)CNC(=O)C2CCCCC2)c1
45. CC(=O)c1ccc(NC(=O)C(NC(=O)c2ccccc2)=C(C)C)cc1
46. C=CCNC(=O)NC(=O)COC(=O)CC(NC(N)=O)c1ccc(Cl)cc1 (stereo unspecified)
47. N#CC1=C(S)N=C(N)C(c2nc(-c3ccccc3)cs2)C12CCCC2 (stereo unspecified)
48. NC(=O)C1CCN(CC(=O)NC(=O)NC2CCCC2)CC1

Compound | 41 | 42 | 43 | 44 | 45 | 46 | 47 | 48
Luc counter | -1% | 1% | -3% | -4% | 0% | -1% | -2% | -1%
NPSR antagonist | -24% | 15% | 9% | -2%[46.1 µM] | 0% | 19% | -24%[46.1 µM] | 8%
Epigenetic derep | 0.0% | 2.5% | -0.4% | 3.8% | 0.0% | 1.0% | -2.1% | 1.1%
IMPase Li inh | -6% | 0% | 1% | 4%[38.3 µM] | -14% | 3% | 22%[38.3 µM] | 1%
CBFb-RUNX1 inh | -6% | -1% | -5% | 4% | 11% | 0% | -18% | 7%
HTT aggregate | -3% | ? | -8% | 13% | 19% | -1% | 0% | 19%
L3MBTL1 inh | -1% | 14% | ? | / | 1% | 8% | / | 8%

Source: PubChem BioAssay (National Center for Advancing Translational Sciences (NCATS))
